IDE cell activ: boosts human insulin-degrading enzyme activity in HEK cells. actives 0.073% (n = 340,000). activation, % at 5.96 µM. FAbeta-B cleavage, fluorescence polarization; 0% vehicle, 100% cell-free pure enzyme wells. AID 493087. P14735;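 active = activation above the mean of all tested compounds plus 3 SD, set per screening campaign, cut at about 17% in these data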
NS3 helicase inh: inhibitors of Hepatitis C virus NS3 helicase. inhibition, % at 10.9 µM. NS3 helicase DNA unwinding, Cy5 molecular beacon fluorescence. actives 0.56% (n = 290,000);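 active = inhibition above the mean of all tested compounds plus 3 SD, set per campaign, cut at about 35% in these data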;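 also: 0% = DMSO wells and 100% = thioflavine S control wells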
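System: Hepatitis C virus NS3 helicase domain fragment enzyme | Reagent: Annealed dual-labelled DNA beacon duplex, ATP-started | Compound dosing: 10.9 µM single point, 0.8% DMSO | Incubation: 1 h reaction at 25 °C, ATP-initiated | Technique: Cy5 fluorescence | Evaluation: Percent inhibition from t60/t0 fluorescence ratio | Benchmarks: Low DMSO, high thioflavine S at 110 µM | Replication: Singlicate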
DNA FID counter: counter-screen for HCV NS3 helicase inhibitors: DNA intercalator displacement | DNA fluorescent intercalator displacement, fluorescence | inhibition, % at 7.9 µM | actives 0.17% (n = 290,000) | AID 1845; in the data active = inhibition above about 37%;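 also: 0% = vehicle and 100% = reference compound; higher means more ethidium bromide displaced from hairpin DNA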
PHOSPHO1 block: inhibitors of human PHOSPHO1 phosphatase. recombinant PHOSPHO1, absorbance phosphatase assay. inhibition, % at 13.3 µM. actives 1.1% (n = 290,000); in the data active = inhibition above about 60%
IMP-1 inhibitor: inhibitors of Pseudomonas aeruginosa IMP-1 metallo-beta-lactamase; inhibition, % at 5.6 µM; AID 1556; actives 0.45% (n = 290,000); purified IMP-1, nitrocefin hydrolysis, epi-absorbance fluorescence;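 active = inhibition above the mean plus 3 SD of all compounds in the same screening run, cut at about 4.5% in these data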;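 also: 0% = IMP-1 with DMSO and 100% = DMSO wells lacking enzyme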
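Material – recombinant IMP-1 enzyme, purified · Amount – IMP-1 0.2 nM before substrate addition · Medium – HEPES buffer pH 7.1 with ZnSO4 and Brij 35 · Timing – 25 °C, 15 min preincubation, 25 min reaction · Measured by – plate fluorescence quenching by hydrolysis product, ex 480/em 530 nm · Read-out – percent enzyme inhibition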
UBC9 SUMO inh: blocks human SUMOylation mediated by UBC9; P63279; HTRF SUMOylation assay, SAE1/SAE2 + UBC9, in vitro; inhibition, % at 35 µM; actives 0.36% (n = 290,000); AID 2006; in the data active = inhibition above about 50%, passing the limit was not always enough; also: strong numbers were not always called active
Target sequence (P63279 whole entry, looked up): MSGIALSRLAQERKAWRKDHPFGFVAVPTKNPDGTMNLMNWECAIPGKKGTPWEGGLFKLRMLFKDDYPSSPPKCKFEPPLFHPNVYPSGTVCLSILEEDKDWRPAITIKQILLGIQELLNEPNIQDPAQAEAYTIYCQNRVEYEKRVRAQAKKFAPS
MEKK3 PB1 HTS: MEKK3-MEK5 PB1 interaction, increase or decrease. bead-based flow cytometry, Alexa488-MEK5 binding to MEKK3; actives lie on both sides; 0 = blocked by unlabeled MEK5, 100 = vehicle. binding response (% of control), % at 10 µM. actives 1.4% (n = 290,000). AID 1529;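 active = binding response more than 3 SD above or below the average of its plate-row segment, actives on both sides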;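 also: Alexa488 bead fluorescence after subtracting the streptavidin-only scavenger bead signal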
Target sequence (Q99759 whole entry, looked up): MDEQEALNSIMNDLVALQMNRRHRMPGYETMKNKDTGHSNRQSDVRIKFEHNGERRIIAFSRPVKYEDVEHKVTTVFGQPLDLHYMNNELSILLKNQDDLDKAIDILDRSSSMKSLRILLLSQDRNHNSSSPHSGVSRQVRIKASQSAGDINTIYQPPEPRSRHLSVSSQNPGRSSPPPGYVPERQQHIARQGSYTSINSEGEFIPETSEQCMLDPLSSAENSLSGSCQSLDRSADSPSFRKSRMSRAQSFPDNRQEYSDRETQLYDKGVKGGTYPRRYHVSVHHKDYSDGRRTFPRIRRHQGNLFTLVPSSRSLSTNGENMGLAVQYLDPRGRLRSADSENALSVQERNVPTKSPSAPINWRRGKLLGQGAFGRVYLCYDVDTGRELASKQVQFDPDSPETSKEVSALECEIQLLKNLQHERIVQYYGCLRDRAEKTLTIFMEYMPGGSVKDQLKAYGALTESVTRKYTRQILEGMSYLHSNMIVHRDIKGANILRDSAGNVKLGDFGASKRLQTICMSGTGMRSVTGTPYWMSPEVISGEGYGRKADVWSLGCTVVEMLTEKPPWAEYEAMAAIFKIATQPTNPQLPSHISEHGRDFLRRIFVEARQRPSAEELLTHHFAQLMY
VIM-2 inh: inhibitors of Pseudomonas aeruginosa VIM-2 metallo-beta-lactamase; actives 0.89% (n = 290,000); inhibition, % at 5.6 µM; purified VIM-2, nitrocefin hydrolysis, epi-absorbance fluorescence;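 active = inhibition above the mean of all tested compounds plus 3 SD, cutoff set per screening run, cut at about 7.5% in these data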;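 also: red hydrolysis product quenches plate fluorescence so inhibitors raise well fluorescence; 0% = enzyme with DMSO and 100% = DMSO without enzyme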
p-CIP stab down: p/CIP protein destabilization; Q05BA5; F442A p/CIP-EGFP cells, EGFP fluorescence, 16 h; decrease of EGFP signal, % at 10 µM; actives 0.01% (n = 290,000);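 active = EGFP signal decrease of at least 30% at 10 µM or well 3 SD below plate mean, unless failing retest; inactive = the rest, including hits failing retest or dose response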; also: some compounds called inactive have numbers as strong as hits; many of its hits are not listed in these tables
* hit, by the source's call; nt = not tested or not shown; [ ] = dose if it differs, or a comment. The list is partial, so the mix of outcomes need not match the whole.

SMILES	IDE cell activ	NS3 helicase inh	DNA FID counter	PHOSPHO1 block	IMP-1 inhibitor	UBC9 SUMO inh	MEKK3 PB1 HTS	VIM-2 inh	p-CIP stab down
CN(C(=O)CSc1cc(C(=O)c2nccn2C)c2ccccc2n1)c1ccccc1	3	-9	-51	43	-2.2	17	96	-4.2	-1
Cc1cc(C(F)(F)F)nn1C(=O)c1cccnc1Cl	0	6	0	2	-3.6	27	103	-3.6	-7
CCN1CCN(C(=O)Cn2ncc3c([nH]c4ccc(C)cc43)c2=O)CC1	4	2	4	17	-1.2	17	95	3.8	-6
COC(=O)c1[nH]c2ccc(Br)cc2c1NC(=O)Oc1ccccc1	2	1	0	16	-2.1	1	106	-0.7	-8
COc1ccc(S(=O)(=O)N2CCCCC2)cc1NC(=O)C1CCCO1 (stereo unspecified)	6	-12	-15	-7	-2.2	15	99	-2.5	-7
O=c1[nH]c(=O)n(Cc2ccc(Oc3ccccc3)cc2)cc1Br	0	1	-18	37	-0.9	20	104	-1.4	-16
CCCN1C(=O)c2cc(C(=O)Nc3ccc(OC)cc3OC)ccc2C1Nc1ccc(OC)cc1OC (stereo unspecified)	1	-7	-31	-7	-0.1	-38	97	-0.8	9
Cn1cc(CN2CCC(C(O)CCc3ccccc3)CC2)c(-c2ccccc2F)n1 (stereo unspecified)	-4	10	8	28	-0.9	24	106	-1.9	0
CN(C)CCN1CCc2ccccc21	-1	-11	7	-6	-5.9	6	100	23*	-11
CCn1cc(Br)c(C(=O)Nc2sc3c(c2C(N)=O)CCCC3)n1	-1	8	2	30	1.2	33	101	-1.8	-7
CC(C)(C)N=C(NS(=O)(=O)c1cccs1)c1ccccc1	1	3	-9	nt	-1.5	7	94	-1.9	-2
COc1ccnc(Nc2cccc(C)c2)c1C#N	2	3	-2	0	-2.7	11	100	-3.8	-4
Cc1ccc(S(=O)(=O)NCc2ccc(C(=O)NC3CCCCC3)cc2)cc1	1	3	-35	28	-2.5	-11	103	0.5	4
Cc1cccc(CN2CCN(CC(=O)NCCCN3CCCC3=O)C2=O)c1	4	2	-27	1	-2.8	11	81	-1.0	-4
CCc1ccc2[nH]cc(C(=O)N3CCCCCC3)c(=O)c2c1	5	2	-15	8	-2.5	30	108	-3.2	3
CCOC(=O)C(NC(C)=O)(NS(=O)(=O)c1ccccc1)C(F)(F)F (stereo unspecified)	2	-2	-2	-7	-5.7	-4	98	-3.6	6
CCOC(=O)CCCNC(=O)COC(=O)CCC(=O)c1ccc(F)cc1	4	4	-15	-18	-0.4	16	2.0*[inhibitor]	-0.5	-6
COc1ccc(/C=N/Nc2nncc3ccccc23)cc1	5	-14	-4	8	0.3	15	101	0.1	-4
C=CCNC(=O)c1ccccc1S(=O)c1ccccc1C#N (stereo unspecified)	1	-1	-1	11	-1.9	32	104	-3.4	0
Cn1c(N2CCOCC2)c(C=O)c2ccccc21	3	0	-6	33	-3.5	-2	99	-1.1	4
CC(=O)N1CC(=O)N=C1SCC(=O)Nc1nc(-c2ccccc2)c(-c2ccccc2)s1	3	6	-36	-5	-1.9	-31	103	-1.9	-9
Cc1c(CCO)sc[n+]1CC(=O)OC12CC3CC(CC(C3)C1)C2	-3	11	9	-24	-1.1	8	96	-1.3	-2
COc1ccccc1N1CCN(C(=O)CCNS(=O)(=O)c2ccc3c(c2)CCC(=O)N3)CC1	-3	-2	-21	-3	-1.7	-9	96	-3.3	5
COCCNCC(=O)N1c2ccccc2Sc2ccccc21	-3	-2	2	40	-0.1	5	104	-1.3	5
Cc1ccc(C)c(C(=O)CSc2nc(N)cc(=O)[nH]2)c1	-3	-1	-9	-6	-1.6	8	101	0.8	-23
CCN1CCCC(NC(=O)c2cc([N+](=O)[O-])ccc2OC)C1 (stereo unspecified)	3	4	4	-3	-3.0	-3	99	-3.2	-2
COc1cccc2c1OCC/C2=N\NC(=O)COc1ccc(C)cc1	6	-3	-12	-1	-2.1	9	88	-3.8	-15
COCCNC(=O)COc1ccc(Oc2ccccc2)cc1	0	-2	-9	9	-0.4	15	103	-2.0	3
Cc1ccc(C(=O)N2CCN(c3ncccn3)CC2)cc1	0	1	-23	22	0.0	-2	100	-1.0	-2
O=C(CSc1ccc2ccccc2c1)Nc1ccc(S(=O)(=O)Nc2nccs2)cc1	2	18	-17	-7	-4.0	1	102	-1.8	-18

Ten of these compounds in a different format.
Second line of a record – IDE cell activ, NS3 helicase inh, DNA FID counter, PHOSPHO1 block, IMP-1 inhibitor, UBC9 SUMO inh, MEKK3 PB1 HTS, VIM-2 inh, p-CIP stab down
CN(C(=O)CSc1cc(C(=O)c2nccn2C)c2ccccc2n1)c1ccccc1
 : 3, -9, -51, 43, -2.2, 17, 96, -4.2, -1
Cc1cc(C(F)(F)F)nn1C(=O)c1cccnc1Cl
 : 0, 6, 0, 2, -3.6, 27, 103, -3.6, -7
CCN1CCN(C(=O)Cn2ncc3c([nH]c4ccc(C)cc43)c2=O)CC1
 : 4, 2, 4, 17, -1.2, 17, 95, 3.8, -6
COC(=O)c1[nH]c2ccc(Br)cc2c1NC(=O)Oc1ccccc1
 : 2, 1, 0, 16, -2.1, 1, 106, -0.7, -8
COc1ccc(S(=O)(=O)N2CCCCC2)cc1NC(=O)C1CCCO1 (stereo unspecified)
 : 6, -12, -15, -7, -2.2, 15, 99, -2.5, -7
O=c1[nH]c(=O)n(Cc2ccc(Oc3ccccc3)cc2)cc1Br
 : 0, 1, -18, 37, -0.9, 20, 104, -1.4, -16
CCCN1C(=O)c2cc(C(=O)Nc3ccc(OC)cc3OC)ccc2C1Nc1ccc(OC)cc1OC (stereo unspecified)
 : 1, -7, -31, -7, -0.1, -38, 97, -0.8, 9
Cn1cc(CN2CCC(C(O)CCc3ccccc3)CC2)c(-c2ccccc2F)n1 (stereo unspecified)
 : -4, 10, 8, 28, -0.9, 24, 106, -1.9, 0
CN(C)CCN1CCc2ccccc21
 : -1, -11, 7, -6, -5.9, 6, 100, 23*, -11
CCn1cc(Br)c(C(=O)Nc2sc3c(c2C(N)=O)CCCC3)n1
 : -1, 8, 2, 30, 1.2, 33, 101, -1.8, -7

(list continues)
SMILES	IDE cell activ	NS3 helicase inh	DNA FID counter	PHOSPHO1 block	IMP-1 inhibitor	UBC9 SUMO inh	MEKK3 PB1 HTS	VIM-2 inh	p-CIP stab down
Cc1cccc2[nH]c3c(=O)n(CCN4CCNCC4)cnc3c12	10	2	6	23	-1.1	19	101	6.7	-13
Cc1ccc(-c2[nH]ncc2/C=N/n2c(COc3ccccc3C)nc3ccccc3c2=O)cc1	0	6	-15	-2	-3.6	-18	91	-5.3	-4
Cc1c(NC(=O)C2CCCCC2)cc(C(=O)N2CCOCC2)cc1[N+](=O)[O-]	0	10	-7	-11	-2.4	-2	90	-4.6	4
Cn1c(=O)c2c(ncn2CC(=O)Nc2ccccc2Sc2ccccc2)n(C)c1=O	0	-15	-14	2	-2.9	2	84	-0.8	-11
CC1(C)Cc2c(c(-c3ccco3)nc3sc4c(NCC5CCCO5)ncnc4c23)CO1 (stereo unspecified)	3	11	-6	-6	-1.2	2	143*	-3.6	-24
CCNc1nc(NCC)n2c(SC(C(=O)Nc3cc(C)ccc3OC)c3ccccc3)nnc2n1 (stereo unspecified)	1	4	-35	-8	-7.5	2	100	-2.8	-11
COc1ccc(C(=O)COC(=O)c2cccnc2Cl)c(OC)c1	0	7	-13	20	-4.8	22	95	-1.2	7
Cn1ccs/c1=N\S(=O)(=O)c1ccc(C(C)(C)C)cc1	0	7	-13	14	-0.8	14	108	-3.4	0
O=C(NC1CCCCC1)c1ccc(S(=O)(=O)N2CCCC2)cc1	4	-2	-5	-7	-1.4	1	105	-1.6	-3
CC(C)N(CC#CCC(O)(c1ccccc1)c1ccccc1)C(C)C	-1	2	1	-7	-4.4	-1	101	-2.7	-18
CCOc1ccc(CCNS(=O)(=O)c2ccc3c(c2)oc(=O)n3C)cc1OCC	6	-5	-20	37	-3.0	-19	101	-0.5	3
O=C(C[n+]1cc(Br)cc2ccccc21)c1ccc(Br)cc1	1	-5	2	24	-0.3	3	92	0.6	-5
COc1ccc(C(=O)NNC(=O)CCC(=O)Nc2cc(C)on2)cc1	-6	9	0	6	-4.6	19	97	-4.8	-11
O=C(N[C@@H](Cc1ccccc1)c1nc2ccccc2[nH]1)c1cc([N+](=O)[O-])ccc1Cl	3	-7	1	-13	-3.5	-7	97	0.2	-10
Cc1ccc(C)c(-n2nnnc2Sc2nc([N+](=O)[O-])nn2C)c1	-3	-10	6	-3	-0.7	18	97	-1.9	-3
CCC(C)NS(=O)(=O)c1ccc(NC(=O)c2ccc([N+](=O)[O-])cc2Cl)cc1 (stereo unspecified)	7	-4	-2	-2	-1.8	10	102	-2.1	-13
CC1CN(C2CCN(C(=O)COc3ccc(Cl)cc3)CC2)CC(C)O1 (stereo unspecified)	-1	-5	5	-3	-3.4	14	102	-1.9	-5
O=C(OCC(=O)N1CCN(c2ccccc2)CC1)c1ccc2ncsc2c1	3	-3	-23	35	-1.0	13	97	-1.3	3
CC(C)=CC(=O)N1CC[C@@H](N2CCN(c3ccccc3F)CC2)[C@H](O)C1	-1	-6	-10	22	-1.9	-1	103	-2.0	6
OCc1ccccc1CNCc1ccccc1	2	-7	-2	1	-2.1	14	88	-0.3	8
COc1ccc(C(C)=O)cc1COC(=O)Cc1n[nH]c(=O)c2ccccc12	3	10	-13	-15	-2.9	5	98	-0.9	-7
CC1(C(O)(C#CC[N+]2(C)CCCCC2)c2ccccc2)CCCC1 (stereo unspecified)	9	-6	15	49	-3.5	1	91	-4.5	-12
Cc1ccc(C(c2nnnn2CCc2ccccc2)N2CCC(C)CC2)cc1 (stereo unspecified)	5	-8	-27	1	1.7	-36	108	-3.2	-14
Cc1[nH]nc(SCC(=O)NC(C)c2ccccc2)c1[N+](=O)[O-] (stereo unspecified)	4	-1	3	-7	-3.2	-1	99	-4.5	7
CC(=O)c1c(C)oc2ccc(N(C(C)=O)S(=O)(=O)c3ccc(Cl)c([N+](=O)[O-])c3)cc12	7	-3	0	24	1.0	19	104	0.5	-14
CC(=O)c1cc(-c2ccccc2)n(CC(=O)N2CCCC2)c1C	2	6	-11	-2	-3.1	7	102	-1.6	4

Compound activity: PubChem BioAssay, several laboratories
